Source: PubChem
Myeloid diff MLP: myeloid differentiation induction. ER-HoxA9 myeloid progenitors, lysozyme-GFP differentiation, flow cytometry. calls only at 10 µM. 360,000 tested, 1% active;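 active means normalized GFP-positive differentiation at or above the plate's own cutoff, the solvent-only control mean plus 3 SD; inconclusive means no clear call, values can overlap the other calls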;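 further: cells exposed to compound for four days before flow analysis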
K1F lysis inhibition: protection from phage-mediated lysis, alamar blue read-out – E. coli UTI89, K1F phage, bacterial capsule biogenesis inhibitors (AID 488966) | inhibition, % at 100 µM, or IC50 in µM where a hit was titrated | E. coli UTI89 K1F phage lysis, alamar blue, 2 h; higher % means a stronger effect | 340,000 tested, 0.02% active;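 active means phage lysis inhibition, versus mean bacterial control, above a set limit; inconclusive means no clear call, values can overlap the other calls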;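 further: capsule biogenesis inhibitors block K1F phage lysis so surviving cells raise fluorescence; higher fluorescence means more inhibition of phage lysis; actives were called in the ten point dose series up to 300 µM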
Myeloid diff MLP GFP+ MAC1+ %: further read-out of Myeloid diff MLP, marked with its call; GFP+ MAC1+ double positive, %; measured here: differentiation confirmed by MAC1 staining
Numbers without * were called inactive; i = inactive; ? = inconclusive; / = no result given; + = active, no number; [ ] = another dose, or the depositor's remark.

Each structure is followed by: K1F lysis inhibition, Myeloid diff MLP, Myeloid diff MLP GFP+ MAC1+ %
Clc1cccc(-c2ccc(C3Nc4cccc5cccc(c45)N3)o2)c1
    2.3%, i, 2.8
CC(C)(C)OC(=O)C[C@@H]1C/C=C\C[C@@H](CC(=O)N[C@@H](CO)Cc2ccccc2)C(=O)NC[C@@H](c2ccccc2)OC1=O
    0.9%, i, 1.5
CCOc1ncccc1C(=O)OC(C)C(=O)Nc1ccc(Cl)cn1 (stereo unspecified)
    -1.8%, i, 0.5
O=[N+]([O-])c1ccccc1S(=O)(=O)N1CCSCC1
    0.8%[50 µM], i, 0.9
Cc1ccc(S(=O)(=O)N2CCCC2CNC(=O)C(=O)NCc2cccs2)cc1 (stereo unspecified)
    0.4%[50 µM], i, 0.3
COc1cc(OC)cc(-c2sc3ccc(OC)cc3c2-c2ccc3cc[nH]c3c2)c1
    0.1%, i, 1.7
Cc1cc2ncc(-c3ccccc3)nc2cc1C
    0.0%, i, 1.0
O=C(COC(=O)c1cnccn1)N=c1sccn1Cc1ccccc1Cl
    1.0%[50 µM], i, 1.4
CC(C)(C)OC(=O)N1CCCC(C(=O)Nc2cccc(C(=O)NCCCc3ccccc3)c2)C1 (stereo unspecified)
    0.6%, i, 0.5
CCN(C(=O)CSc1nc2cc(S(=O)(=O)N(CC)CC)ccc2n1CC)C1CCS(=O)(=O)C1 (stereo unspecified)
    2.7%[50 µM], i, 0.7
COC(=O)C1=C(C)N(Cc2ccccc2)C(=NCc2cccc(Cl)c2)N[C@H]1c1cccc(F)c1
    -8.6%, ?, /
C[C@H](CO)N1C[C@H](C)[C@@H](CN(C)S(=O)(=O)c2cn(C)cn2)Oc2c(NS(=O)(=O)c3cccs3)cccc2C1=O
    0.3%, i, 1.3
CC(C)C[C@H]1CN([C@@H](CC(C)C)CN2CCCC2CN2C(=S)NC[C@@H]2Cc2ccc(O)cc2)C(=S)N1CC1CCCCCC1 (stereo partly specified)
    -0.2%, i, 1.1
COc1cc(NC(=O)C2CC3CCC2C3)c(OC)cc1Cl (stereo unspecified)
    -0.3%, i, 0.4
CC(C)(C)OC(=O)C[C@H]1C/C=C\C[C@@H](CC(=O)NCCO)C(=O)N[C@H](C(C)(C)C)COC1=O
    -0.1%, i, 2.1
C/C(N)=C(/C#N)C(=O)CN1C(=O)NC(Cc2c[nH]c3ccccc23)C1=O (stereo unspecified)
    -0.1%, i, 0.8
CCOC(=O)N1CCN(C(=O)C2CC(=O)N(c3ccc(C)cc3)C2)CC1 (stereo unspecified)
    0.0%[50 µM], i, 0.5
O=[N+]([O-])c1ccc(Cc2ccc([N+](=O)[O-])cc2)cc1
    -1.3%, i, 1.3
C[C@H](CO)N1C[C@H](C)[C@@H](CN(C)Cc2ccncc2)Oc2c(cccc2N(C)C)C1=O
    0.2%, i, 1.1
COc1ccc(S(=O)(=O)N2CCN(c3cnccn3)CC2)cc1OC
    3.4%, i, 1.0
COc1ccc(S(=O)(=O)N2CCN(CC(=O)NC(Cc3ccccc3)C(C)=O)CC2)cc1 (stereo unspecified)
    0.8%[50 µM], i, 0.5
O=C(COc1cc(F)ccc1[N+](=O)[O-])Nc1cccc(S(=O)(=O)NC2=NCCC2)c1
    0.3%[50 µM], i, 0.4
CCCCN1CC(=O)N2[C@H]3c4cc(Cl)ccc4OC[C@@H]3[C@H](c3ccccc3)[C@]2(C)C1=O
    0.3%, i, 1.8
O=C(O)CCC(=O)OCCc1cc2ccccc2c(=O)o1
    -0.6%, i, 1.9
COc1ccc(OCc2nnc(SCC(=O)Nc3cccc(C(C)=O)c3)o2)cc1
    -0.1%, i, 1.1
CSCCC(NC(=O)c1ccccc1Br)C(=O)NNC(=O)C1COc2ccccc2O1 (stereo unspecified)
    3.0%, i, 0.5
CC(=O)c1cccc(NC(=O)CN2C(=O)C(=O)N(Cc3ccco3)C2=O)c1
    0.2%[50 µM], i, 0.4
O=C1CN(C(=O)c2ccccc2[N+](=O)[O-])C(c2ccccc2)c2cc(Br)ccc2N1 (stereo unspecified)
    0.0%, i, 0.6
O=C(CSc1nc(C(F)(F)F)cc(=O)[nH]1)NCc1ccc2c(c1)OCO2
    0.3%[50 µM], i, 1.3
O=c1[nH]c2cc([N+](=O)[O-])ccc2c2ccccc12
    0.7%, i, 0.9
COc1ccc(C(=O)Nc2ccccc2)cc1NC(=O)c1ccc([N+](=O)[O-])cc1
    1.5%, i, 0.3
O=C(Nc1cccc(Cl)c1)C1CCCN(C2=NS(=O)(=O)c3ccccc32)C1 (stereo unspecified)
    0.7%[50 µM], i, 0.2
C/C(=N/Nc1ccnc2cc(Cl)ccc12)c1ccc(N)cc1
    14%, i, 0.4
CN(c1ccc(OCC(=O)Nc2ccccc2C(=O)O)cc1)S(=O)(=O)c1ccc(Cl)cc1
    -0.8%, i, 0.8
Cc1cc(C)cc(NC(=S)NCCN2CCOCC2)c1
    2.3%, i, 0.7
C=CCN(CC=C)Cc1cc(=O)n2c(-c3ccccc3)csc2n1
    0.4%, i, 0.9
CCOc1ccc(S(=O)(=O)N2CCOCC2)cc1NC(=O)CSC(=S)N1CCCC1
    2.1%[50 µM], i, 1.1
Cc1ccnc2nc(C(=O)OCC(=O)Nc3ccc4c(c3)OCCO4)nn12
    -3.2%, i, 1.2
O=C(CNC(=O)c1cc(=O)[nH]c2ccc(S(=O)(=O)N3CCOCC3)cc12)Nc1ccc(F)c(F)c1
    -0.1%[50 µM], i, 0.2
CN(C)C(CNC(=O)c1ccco1)c1cccs1 (stereo unspecified)
    0.2%[50 µM], i, 1.1
CCOc1ncccc1C(=O)NC(C)CCc1ccccc1 (stereo unspecified)
    -0.4%[50 µM], +, 29*
Cc1cnc(NC(=O)C2CC(=O)N(c3ccc4c(c3)OCCO4)C2)s1 (stereo unspecified)
    -2.1%, i, 0.4
CCn1c(CCC(=O)N(C)CC(=O)Nc2cccc(F)c2)nc2cc(S(=O)(=O)N(C)C)ccc21
    1.8%[50 µM], i, 0.4
CCOC(=O)c1c(NC(=O)C2=COCCO2)sc2c1CCN(C(=O)OC)C2
    1.3%[50 µM], i, 1.0
CCCCCCC(NC(=O)Cc1ccc2ccccc2c1)C(=O)O (stereo unspecified)
    0.2%, i, 2.6
C#CCOCCOCCOCCNc1nc(N2CCN(C(=O)[C@H](CCCCN)n3cc([C@@H](N)CC(N)=O)nn3)CC2)nc(N2CCN(C(=O)[C@H](CCCCN)n3cc([C@@H](N)CC(N)=O)nn3)CC2)n1
    -0.5%, i, 0.9
COCc1ccc(-c2c(-c3ccsc3)oc(=O)c3cc(OC)c(OC)cc23)cc1
    1.3%, i, 1.0
CCC(C)N(C(=O)CSc1nnc(NC(C)C)s1)C1CCS(=O)(=O)C1 (stereo unspecified)
    1.2%[50 µM], i, 0.5
COCCN(C(=O)COC(=O)C1COc2ccccc2O1)c1c(N)n(Cc2ccccc2)c(=O)[nH]c1=O (stereo unspecified)
    1.1%[50 µM], i, 0.9
COc1cccc(NC(=O)CN(c2ccccc2OC)S(=O)(=O)c2cccs2)c1
    -1.0%, i, 0.8
COc1ccc(-c2cc3ccccc3cn2)cc1
    1.8%, i, 1.7
CCOC(=O)C(Cc1c[nH]c2cc([N+](=O)[O-])ccc12)(NC(C)=O)C(=O)OCC
    -3.3%, i, 1.1
Cc1ccc(S(=O)(=O)N2[C@@H](c3ccccc3)C(C(=O)O)=CC[C@H]2c2cccs2)cc1
    -0.5%, i, 1.7
CN(Cc1ccc(Cl)cc1)C(=O)COC(=O)c1ccc(-c2ccc(O)cc2)cc1
    0.2%[50 µM], i, 2.0
O=C(NCc1cccc2ccsc12)c1cccs1
    -0.7%, i, 2.3
COC(=O)CCN1CCC2CC1c1cc(Cl)ccc12 (stereo unspecified)
    -0.1%, i, 0.8
Cc1ccc(S(=O)(=O)N2CCN(C(=O)CCOc3cc(C)ccc3C)CC2)cc1
    0.2%[50 µM], i, 0.4
O=C1CSC(=S)N1c1ccccc1
    -0.9%, i, 0.8
COc1ccc(-c2nn(-c3ccccc3)cc2C(=O)NC2CCCCC2C)cc1 (stereo unspecified)
    1.2%[50 µM], i, 0.2
COCCN(C(=O)CSc1nc(N)cc(=O)[nH]1)c1c(N)n(Cc2ccccc2)c(=O)[nH]c1=O
    0.4%[50 µM], i, 0.8

Some of the entries above in a different format:
molecule: CCOC(=O)N1CCN(C(=O)C2CC(=O)N(c3ccc(C)cc3)C2)CC1 (stereo unspecified)
  K1F lysis inhibition: 0.0%[50 µM]	Myeloid diff MLP: i	Myeloid diff MLP GFP+ MAC1+ %: 0.5
molecule: O=[N+]([O-])c1ccc(Cc2ccc([N+](=O)[O-])cc2)cc1
  K1F lysis inhibition: -1.3%	Myeloid diff MLP: i	Myeloid diff MLP GFP+ MAC1+ %: 1.3
molecule: C[C@H](CO)N1C[C@H](C)[C@@H](CN(C)Cc2ccncc2)Oc2c(cccc2N(C)C)C1=O
  K1F lysis inhibition: 0.2%	Myeloid diff MLP: i	Myeloid diff MLP GFP+ MAC1+ %: 1.1
molecule: COc1ccc(S(=O)(=O)N2CCN(c3cnccn3)CC2)cc1OC
  K1F lysis inhibition: 3.4%	Myeloid diff MLP: i	Myeloid diff MLP GFP+ MAC1+ %: 1.0

The list goes on.
Each structure is followed by: K1F lysis inhibition, Myeloid diff MLP, Myeloid diff MLP GFP+ MAC1+ %
COc1ccc(CCNC(=O)c2cc(-c3ccccc3)c(N3CCOCC3)s2)cc1OC
    0.5%, i, 1.4
O=C(Cc1cccc(NC(=O)C2CCCN(C(=O)c3ccccc3)C2)c1)Nc1cccc(C(=O)N2CCCCC2)c1 (stereo unspecified)
    0.0%, i, 0.8
CCN(CC(=O)Nc1ccc(S(=O)(=O)N2CCCC2)cc1)CC(=O)Nc1ccccc1C(F)(F)F
    -0.2%[50 µM], i, 0.8
CC(Oc1ccc2c(c1)c1ccnc3c4ccccc4c(=O)n2c13)C(=O)NCCN1CCOCC1 (stereo unspecified)
    -0.4%, ?, /
COc1cc(CCC(=O)OCC(=O)Nc2sccc2C(N)=O)cc(OC)c1OC
    1.1%[50 µM], i, 1.6
CCN(CC(=O)Nc1c(F)cccc1F)C(=O)c1cn2ccccc2n1
    0.7%[50 µM], i, 0.2
COc1ccc(S(=O)(=O)N2CCCCC2)cc1NC(=O)Cc1cccc(C(F)(F)F)c1
    5.5%[50 µM], i, 0.2
C[C@@H]1CC[C@@]2(O[C@@H](CCO)C[C@H](O)[C@H]2O)O1
    2.4%, i, 1.6
O=C(CSc1nnc(NC(=O)c2c(F)cccc2F)s1)NCc1ccco1
    0.9%[50 µM], i, 0.7
c1nc(CCO[C@H]2CCCCO2)cc2cc3c(cc12)OCO3
    3.5%, i, 1.4
COc1ccc(OCC(=O)N2CCC3(CC2)CC(=O)c2ccccc2O3)cc1
    -1.6%, i, 0.2
Cc1cc(=O)oc2c3c(cc(OCC(=O)NCC(=O)O)c12)OC(C)(C)CC3
    0.0%, i, 0.7
COc1ccc2nc(N3CCN(C(=O)c4ccc5ncsc5c4)CC3)sc2c1
    0.3%[50 µM], i, 0.8
O=C(CN1C(=O)NC2(CCCC2)C1=O)Nc1cc(Cl)ccc1Oc1ccccc1
    0.2%[50 µM], i, 1.1
Cc1ccc(OC(=O)C2CSC3(C)CCC(=O)N23)c(Br)c1 (stereo unspecified)
    0.9%[50 µM], i, 0.3
COc1ccc(-c2oc3cccnc3c2C#CCO)cc1
    5.4%, i, 1.1
Cc1cccc(N2N=C(C(=O)OCC(=O)c3ccccc3)CCC2=O)c1
    3.2%, i, 0.3
Cc1cc(NS(=O)(=O)c2ccc(NC(=O)Cc3ccc([N+](=O)[O-])cc3)cc2)nc(C)n1
    -1.4%, i, 0.6
CCOC(=O)Cc1csc(NC(=O)c2cc(C)c(C)s2)n1
    1.5%[50 µM], i, 1.0
Cc1cc(C)cc(NC(=O)COC(=O)Cc2ccccc2F)c1
    0.6%[50 µM], i, 0.3
C[C@H](CO)N1C[C@H](C)[C@@H](CN(C)Cc2ccc(Cl)c(Cl)c2)Oc2c(NC(=O)C3CC3)cccc2C1=O
    -0.2%, i, 0.9
CC(c1ccccc1)N1C(=O)OC(C)(C)C1(C)O (stereo unspecified)
    -1.0%, i, 0.7
COc1ccc(OC)c(C(=O)NC(CC(N)=O)c2ccc(N3CCCCCC3)c([N+](=O)[O-])c2)c1 (stereo unspecified)
    -0.7%, i, 1.2
COc1ccc(Nc2cc(Nc3cc(OC)c(OC)c(OC)c3)ncn2)cc1
    0.0%, i, 0.3
COc1ccc(COC(=O)CN2C(=O)NC3(CC(C)CC(C)(C)C3)C2=O)cc1F (stereo unspecified)
    -1.8%, i, 0.9
O=C(N/N=C/c1ccccc1C(=O)O)c1cccc(S(=O)(=O)N2CCCCC2)c1
    0.4%[50 µM], i, 0.0
Fc1ccccc1CSc1ncnc2c1ncn2C1CCCCO1 (stereo unspecified)
    -4.1%, i, 0.7
Cc1ccc(CNn2cn[nH]c2=S)cc1
    -0.1%, i, 0.3
CC(C)n1ncc2c(C(=O)Nc3cccc(C#N)c3)cc(C3CC3)nc21
    -0.6%[50 µM], i, 1.3
O=S(=O)(c1ccccc1)[C@@]1(c2ccc(Br)cc2)C[C@@H]2ON=C(c3cccc(Br)c3)[C@@H]2C1
    -0.5%, i, 1.7

Only part of the results is shown. The share of hits here may be higher or lower than overall.
